LDHA block – LDHA (human) enzyme inhibition; P00338; purified LDHA, NADH/diaphorase-resazurin fluorescence; stronger effect = lower value; activity change, % (values are at about 110 or 230 µM); 480,000 compounds, 0.15% hits; in the data active = activity change below about -30%; inconclusive = mostly about -25% to -30%;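 also: plate controls were DMSO wells for no effect and wells without enzyme for full effect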
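Enzyme activity of human lactate dehydrogenase 5 (2 nM; 0.06 mM NADH, 0.2 mM pyruvate, 5 min, RT) is measured via a resazurin/diaphorase fluorescence readout of residual NADH.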
POLI inh – blocks human DNA polymerase iota activity. 390,000 compounds, 1% hits. Q9UNA4. Potency, µM (doses to about 115 µM), without a hit: at the highest dose activity, negative = inhibition, usual class: inhibitors. Pol iota fluorescent replication assay, 10 min; also: potency is read from the fitted curve at half-maximal effect
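Fluorescent replication assay read twice, at 0 min and 10 min after adding 50 nM (final) substrate. Enzyme (10 nM) and compounds were first incubated 15 min at room temperature; enzyme-free buffer wells were negative controls.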
BLM helicase inh – blocks DNA unwinding by human BLM helicase. recombinant BLM DNA unwinding, fluorescence dequenching. AID 2528. 350,000 compounds, 0.2% hits. P54132. Potency, µM (highest dose often 56.1 µM), inactives show at the highest dose activity change, negative = inhibition, actives largely listed as inhibitors;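 also: potency is read from the fitted curve at half-maximal effect; plate controls were vehicle for no effect and no enzyme for full effect; nearly all actives have a fitted effect of over 35% in size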
APEX1 inh – blocks human APE1 abasic DNA cleavage. P27695. recombinant APE1, TAMRA/BHQ-2 abasic DNA cleavage fluorescence. Potency, µM (top dose mostly 65.8 µM), for inactives: at the highest dose activity change, negative = inhibition, usual class: inhibitors. 350,000 compounds, 0.35% hits;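 also: potency is read from the fitted curve at half-maximal effect; plate controls were vehicle for no effect and reference inhibitor for full effect; nearly all actives have a fitted effect of over 55% in size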
Target sequence (P27695 whole entry, looked up): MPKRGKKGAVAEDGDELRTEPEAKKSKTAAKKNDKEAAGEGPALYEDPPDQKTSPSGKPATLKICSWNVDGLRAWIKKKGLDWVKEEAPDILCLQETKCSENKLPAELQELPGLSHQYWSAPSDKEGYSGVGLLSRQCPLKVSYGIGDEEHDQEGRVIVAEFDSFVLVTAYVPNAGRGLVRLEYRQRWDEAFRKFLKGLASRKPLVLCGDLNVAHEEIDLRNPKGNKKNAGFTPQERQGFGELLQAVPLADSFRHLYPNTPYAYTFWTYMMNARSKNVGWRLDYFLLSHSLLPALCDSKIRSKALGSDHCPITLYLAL
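APE1 at 0.75 nM final was preincubated with compound 15 min at room temperature, then 50 nM double-stranded THF abasic-site substrate (5'-TAMRA/3'-BHQ-2) was added. Fluorescence (ex 525/em 598 nm) was read kinetically; third-minus-first read gave activity.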
GRP78 ERSR act – ER stress response induction in glioma; U87-MG GRP78 promoter luciferase reporter, 16 h; Potency, µM, without a hit: at the highest dose activation, actives largely listed as activators; 420,000 compounds, 0.02% hits; also: potency is read from the fitted curve at half-maximal effect; series mostly up to about 76 µM; % of control where 0% means no effect; nearly all actives have a fitted effect of over 35% in size
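Stably transfected U87-MG glioma cells carrying a GRP78-based luciferase sensor; 16 h compound incubation. Luminescence end-point read 10 min after Bright-Glo addition at room temperature.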
Pol beta inh – inhibitors of human DNA polymerase beta; AID 485314; 340,000 compounds, 1.3% hits; P06746; Potency, µM (doses to about 114 µM), without a hit: top-dose activity change, negative = inhibition, actives largely listed as inhibitors; Pol beta primer extension/strand displacement, fluorescence kinetic; also: potency is read from the fitted curve at half-maximal effect; % is scaled to controls: 0 for no effect and ±100 for the full control effect
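Values derive from four-parameter Hill fits of normalized kinetic data: reads at 0 and 10 min following addition of 50 nM substrate to 10 nM Pol beta preincubated 15 min with compound.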
POLH inh – blocks human DNA polymerase eta activity; recombinant Pol eta, fluorescent DNA replication assay; Potency, µM (titrated, usually from 114 µM), for inactives: at the top dose activity change, negative = inhibition, usual class: inhibitors; 390,000 compounds, 1.2% hits; Q9Y253; also: potency is read from the fitted curve at half-maximal effect; % is scaled to controls: 0 for no effect and ±100 for the full control effect
Target sequence (Q9Y253 whole entry, looked up): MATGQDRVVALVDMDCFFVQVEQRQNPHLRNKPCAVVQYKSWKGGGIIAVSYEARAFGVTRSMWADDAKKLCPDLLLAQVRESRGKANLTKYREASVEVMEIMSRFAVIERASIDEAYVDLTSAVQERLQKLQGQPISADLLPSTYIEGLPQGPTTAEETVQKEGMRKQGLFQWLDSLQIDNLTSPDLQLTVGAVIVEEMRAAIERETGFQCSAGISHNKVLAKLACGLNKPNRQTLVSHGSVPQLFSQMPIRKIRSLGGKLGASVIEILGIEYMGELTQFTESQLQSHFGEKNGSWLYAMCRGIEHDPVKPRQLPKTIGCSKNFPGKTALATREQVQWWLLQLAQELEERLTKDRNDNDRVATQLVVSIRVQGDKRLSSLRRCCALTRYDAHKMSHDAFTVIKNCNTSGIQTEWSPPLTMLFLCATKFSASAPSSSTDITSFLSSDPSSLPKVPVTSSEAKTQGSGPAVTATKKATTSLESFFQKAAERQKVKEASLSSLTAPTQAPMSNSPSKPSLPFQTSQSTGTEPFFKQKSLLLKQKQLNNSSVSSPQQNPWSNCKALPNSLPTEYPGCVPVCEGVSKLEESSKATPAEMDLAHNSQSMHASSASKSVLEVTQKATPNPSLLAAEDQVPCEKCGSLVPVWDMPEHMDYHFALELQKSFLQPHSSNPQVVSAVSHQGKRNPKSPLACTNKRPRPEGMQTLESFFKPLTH
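Pol eta at 10 nM preincubated with compounds 15 min at room temperature; reaction started with fluorescent substrate (50 nM final) and read kinetically at 0 and 10 min.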
Anesthetic bind – candidate novel general anesthetic via apoferritin binding; P02791; apoferritin/1-aminoanthracene competitive binding, fluorescence; Potency, µM (highest dose often 77.5 µM), for inactives: at the highest dose activity change, negative = displacement, usual class: inhibitors; 350,000 compounds, 0.074% hits; also: potency is read from the fitted curve at half-maximal effect; % is scaled to controls: 0 for no effect and ±100 for the full control effect; nearly all actives have a fitted effect of over 20% in size
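In PBS, apoferritin at 10 uM is loaded with 1-AMA from a 50% saturated solution. After 10 min of compound exposure at ambient temperature, reduced 535 nm fluorescence indicates probe displacement.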
POLK inh – DNA polymerase kappa (human) inhibition; purified Pol kappa, fluorescent DNA synthesis assay, 10 min; Potency, µM (series often up to 107 µM), without a hit: top-dose activity, negative = inhibition, actives largely listed as inhibitors; 400,000 compounds, 0.53% hits; AID 588579; also: potency is read from the fitted curve at half-maximal effect; % is scaled to controls: 0 for no effect and ±100 for the full control effect
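Enzyme at 10 nM met test compounds for 15 min at room temperature. Substrate addition (50 nM final) began the reaction, which was monitored by fluorescence at 0 and 10 min.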
* marks the source's active call; other numbers are inactive results; ? = inconclusive; · = no result given; & = joins results of further samples; [ ] = another dose, or the depositor's remark. Unless noted, calls follow the shape of the dose curve; as a rule, active = well fitted curve in the direction sought with a large enough effect; inconclusive = small, poorly fitted or top-dose-only effect, or another doubt; inactive = no such curve, though single readings can be large; an effect the other way counts as inactive or inconclusive. These rows are one share of the data; count on the stated rates, not on these rows.

Value order: LDHA block	POLI inh	BLM helicase inh	APEX1 inh	GRP78 ERSR act	Pol beta inh	POLH inh	Anesthetic bind	POLK inh
1: CCc1ccc(OCC(=O)Nc2cc(-c3nc4cc(C)ccc4o3)ccc2C)cc1
    -10	7%	-8%	·	-1%	37%	-11%	-5%	0%
2: COc1ccc(OCc2nnc(SCC(=O)Nc3nnc(C4CC4)s3)n2C)cc1
    -5	34%[activator]	0%	22%	-6%	39%	-17%	-3%	0%
3: Cc1cc(C(=O)CSc2ccc(Cl)cc2)cc(C)c1OC(=S)N(C)C
    -1	1%	-7%	13%	10%	13%	-4%	-14%	-11%
4: CS(=O)(=O)N(CC(=O)N1CCCCCC1)c1cccc(F)c1
    1	95%[activator]	-4%	13%	-8%	0%	-16%	-11%	-7%
5: O=[N+]([O-])c1ccccc1CNc1ccc(F)c(Cl)c1
    3	-5%	-5%	-3%	-1%	13%	-12%	?	-6%
6: CN(C)c1ccc(/C=N/NC(=O)CNC(=O)c2ccc3c(c2)OCCO3)cc1
    1	-2%	-7%	6%	-2%	1%	12%	?	4%[60.1 µM]
7: Oc1ccc2ccccc2c1CNc1ccc(Br)cc1
    21	?	-8%	-19%	-10%	-1%	-13%	-11%	-10%
8: COC(=O)C1=C(C)N(C)C(=O)NC1c1ccc([N+](=O)[O-])o1 (configuration not stated)
    2	-23%	-3%	4%	-2%	33%[activator]	-13%	-1%	2%
9: CC(NC(=O)c1cccc(S(=O)(=O)N(C)C)c1)c1nc2ccccc2[nH]1 (configuration not stated)
    -3	191%[activator]	-2%	11%	-1%	20%	11%	-5%	-14%
10: CC(=O)Nc1ccc(OC(F)(F)Cl)cc1
    -16	-10%	-3%	-4%	-2%	23%	-10%	-19%	-7%
11: C=CCN(CC=C)Cc1c(C)[nH]c2c(C)c(C)ccc2c1=O
    -1	72%[activator]	28%	5%	7%	44%	-14%	-8%	10%
12: COc1ccc(OCc2nnc(SCC(=O)NC3CC4CCC3C4)o2)cc1 (configuration not stated)
    -8	-4%	-8%	-5%	4%	2%	2%	-12%	-6%
13: CN(C)c1ccc(C(=S)N2CCOCC2)cc1
    3	6%	-3%	3%	-3%	7%	-11%	-15%	-14%
14: CCOc1ncccc1C(=O)OCC(=O)NCc1ccc2c(c1)OCO2
    -2	90%[activator]	-3%	-4%	0%	0%	4%	-22%	-11%
15: COc1ccc(-n2c(Cc3cccn3C)nnc2SCC(=O)Nc2cccc(F)c2)cc1
    0	-18%	-17%	0%	-4%	6%	-17%	-8%	-29%
16: Cc1cc(C)nc(N/N=C/c2cccc([N+](=O)[O-])c2)n1
    0	-7%	-1%	-3%	1%	?	-7%	1%	1%
17: CN(NC1OC(=O)c2ccccc21)c1ncc(C(F)(F)F)cc1Cl (configuration not stated)
    -5	21%	-1%	-5%	9%	38%	2%	6%	-14%
18: N#Cc1cccc(NC(=O)NCCc2c[nH]c3ccccc23)c1
    3	12%	-4%	2%	0%	-23%	-17%	-21%	3%
19: CCCc1ccc(OC(=O)c2ccc(O)cc2Cl)cc1
    -5	30%	-19%	-4%	-1%	-12%	-12%	?	-4%
20: Cc1ccc(C)c(N2CCN(c3ncnc4onc(C)c34)CC2)c1
    1	-19%	1%	·	-5%	-14%	-9%	-17%	-11%
21: CC(NC(=O)c1ccco1)C(=O)N1CCCCC1 (configuration not stated)
    -1	41%[activator]	-8%	-8%	-4%	21%	-7%	-2%	13%
22: O=C(Oc1ccc(Cl)c2cccnc12)c1cccnc1
    7	149%[activator]	0%	23%	-3%	43%	-20%	-17%	-8%
23: CCc1ccc2c(c1)c(=O)c(C(=O)c1ccc(C)cc1)cn2CC(=O)Nc1ccc2c(c1)OCCO2
    -2	21%	-11%	·	-2%	-16%	-12%	-8%	4%
24: CC1(C)CC(=O)C=C(Nc2ccccc2N)C1
    9	114%[activator]	-1%	-4%	-2%	28%	-12%	-4%	1%
25: Brc1ccc(-c2noc(COc3ccc4c(c3)CCC4)n2)o1
    0	?	-11%	-6%	3%	2%	-12%	0%	-15%
26: CCOC(=O)N1CCN(C(=O)c2cn(CC)c3ccc(S(=O)(=O)N4CCOCC4)cc3c2=O)CC1
    -8	-12%	3%	58%	-5%	-22%	-14%	-5%	-13%
27: CCC(C)(C)NC(=O)C(c1ccco1)N(C(=O)c1csnn1)c1cccc(F)c1 (configuration not stated)
    -4	?	-5%	3%	-1%	30%	-11%	-22%	-14%
28: CC1(OC(=O)CCc2ccccc2)C(=O)C=C2C=C(c3ccc(C#N)cc3)N(C3CCCCC3)C=C2C1=O (configuration not stated)
    20	43%[activator]	-5%[12.4 µM]	-4%[12.4 µM]	?	2%	-12%	8%	-5%
29: Cc1ccc(C(=O)N/C(=C\c2ccc(-c3ccccc3[N+](=O)[O-])o2)C(=O)NCCCN(C)C)cc1
    31	95%[activator]	-1%	4%	3%	5%	-19%	9%	-2%
30: C[C@H](C(O)c1ccccc1)N(C)C(=O)CN (some centres not stated)
    -3	33%[activator]	0%	20%	-2%	0%	-10%	-2%	-23%
31: c1ccc(CSc2ncnc3ccccc23)cc1
    -3	-2%	-6%	19%	2%	-14%	?	?	1%
32: CC(=O)Nc1ccc(NC(=O)Cn2c(=O)n(-c3ccc(C)cc3)c(=O)c3oc4ccccc4c32)cc1
    -4	34%[activator]	-3%	1%	-4%	27%	-14%	-10%	5%
33: CCOC(=O)N1CCN(C(=O)c2cnsn2)CC1
    -8	-17%[58.9 µM]	0%	-2%	0%	17%	10%	-4%	-6%
34: O=C(Cc1ccccc1Cl)NCCCn1ccnc1
    3	3%	-3%	1%	-3%	-2%	-2%	2%	-8%
35: COc1ccccc1-c1nccc(NCc2cccs2)n1
    ·	·	-2%	-6%	-1%	·	·	·	1%[60.1 µM]
36: CC(C)c1nc(SCC(=O)Nc2ccc3c(c2)OCCO3)c2c(=O)n(C)c(=O)n(C)c2n1
    -6	27%	3%	-2%	-2%	-1%	-23%	-3%	-13%
37: CSc1nc2c(cc1C#N)CCC2
    -8	-1%[58.9 µM]	-2%	2%	-3%	10%	-15%	2%	-13%
38: COc1ccc(CNc2ncnc(N)n2)cc1
    -1	10%	0%	1%	0%	11%	-14%	-16%	-7%
39: C/C(=N/NC(=O)c1cc(C)[nH]n1)c1ccco1
    -3	12%	0%	22%	-8%	47%	-9%	0%	6%
40: CCO[C@@H]1OC(C(=O)N2CCOCC2)=C[C@H](C2CC2)[C@H]1CCCO
    7	8%	-3%	2%	-4%	3%	-3%	2%	13%
41: CCOC(=O)c1c(-c2cccc3ccccc23)csc1NC(=O)C1C2CCC(O2)C1C(=O)O (configuration not stated)
    1	?	-3%	1%	-1%	1%	-16%	-16%	-6%
42: C=CCc1cc(Cl)ccc1OCCNCCN1CCOCC1
    ?	101%[activator]	2%	0%	-3%	-13%	-18%	-5%	-3%
43: Cc1nn(C(C)C(=O)NCc2ccccc2Cl)c(=O)c2c1sc1ccccc12 (configuration not stated)
    -3	13%	-2%	1%	-4%	8%	-20%	-23%	-3%
44: O=C(NN=C1CCCC1)c1cc(-c2ccc(F)cc2)nc2ccccc12
    -6	6%	-8%	?	3%	15%	-2%	-2%	-6%
45: N#Cc1nc(-c2ccc(OCc3ccccc3)cc2)oc1NCCCN1CCOCC1
    2&-18	-5%	-26%	11%	-12%	-12%	-6%	-10%	-2%
46: CCC(=O)c1cn(CC(=O)Nc2cccc(OC)c2)c2ccccc12
    -8	26%	-8%	11%	-5%	-1%	-11%	3%	-9%
47: COc1ccccc1NC(=O)Cn1c(=O)n(Cc2nc(-c3ccccc3)no2)c(=O)c2ccccc21
    -7	26%	-2%	·	-3%	18%	-9%	-9%	6%
48: CCOc1cc(-c2noc(CCC(=O)N3CCOCC3)n2)ccc1OC
    -1	-9%	1%	-5%	-4%	30%	-8%	-7%	2%
49: O=C(Cc1ccc(S(=O)(=O)N2CCOCC2)s1)N(Cc1ccccc1)c1ccccc1
    -3	48%[activator]	·	12%	-3%	·	-15%	·	-20%
50: COc1ccc(NC(=S)Nc2ccc(S(=O)(=O)N3CCOCC3)cc2)c(OC)c1
    2	6%	-3%	0%	-1%	-20%	-18%	-16%	-2%

(more compounds)
Value order: LDHA block	POLI inh	BLM helicase inh	APEX1 inh	GRP78 ERSR act	Pol beta inh	POLH inh	Anesthetic bind	POLK inh
51: COc1ccc(N(CC(=O)N2CCN(c3cc(C)ccc3C)CC2)S(=O)(=O)c2c(C)noc2C)cc1
    -2&5	?	-5%&-8%	38%	-5%&-1%	-17%&6%	-12%&-29%	-5%&-13%	-3%&-36%
52: COc1ccc(Cl)cc1NC(=O)COC(=O)CCNS(=O)(=O)c1cccs1
    -7	75%[activator]	·	23%	-5%	·	-13%	·	-4%
53: O=C(Cn1nc(C(=O)O)c2ccccc2c1=O)NCc1ccco1
    -10	76%[activator]	-3%	1%	-4%	40%	16%	-4%	-4%
54: O=C(/C=C/c1ccco1)N1CCN(c2ccccc2)CC1
    -5	73%[activator]	-2%	-4%	5%	-8%	-7%	-8%	-2%
55: COc1ccc(Cl)cc1C(=O)NCCc1ccc(S(=O)(=O)NC(=O)NC2CCCCC2)cc1
    -11	-18%	3%	-4%	?	16%	-10%	-5%	-13%[60.1 µM]
56: CCn1c(SCC(=O)OC)nnc1-c1ccccc1
    -12	-6%	0%	-1%	-9%	-1%	-7%	-13%	1%
57: O=C(Nc1cnn(Cc2ccc(F)cc2)c1)C(c1ccccc1)c1ccccc1
    -7	79µM*	-11%	-3%	-5%	4%	-9%	-10%	-5%
58: CCOCCOC(=O)c1ccc2c(c1)N(Cc1ccccc1C#N)C(=O)c1ccccc1S2(=O)=O
    0	-4%	-5%	·	0%	17%	-2%	-3%	-5%

POLI inh: entries above that show a hit
No.	SMILES	LDHA block	POLI inh	BLM helicase inh	APEX1 inh	GRP78 ERSR act	POLH inh	Anesthetic bind	POLK inh
57	O=C(Nc1cnn(Cc2ccc(F)cc2)c1)C(c1ccccc1)c1ccccc1	-7	79µM*	-11%	-3%	-5%	-9%	-10%	-5%

Screening results (PubChem BioAssay)
